# Screens from PubChem.
# PG9 binder – binds the HIV-1 gp120 antibody PG9; TR-FRET gp120-PG9 antibody binding; inhibition, % at 6.7 µM; 360,000 tested, 0.43% active; AID 624416; in the data active means inhibition above about 8.5%
# SMARCA2 activ – SMARCA2 function activation, primary screen; activation, % at 9.1 µM; MG213 cells, MMTV-luciferase reporter, dexamethasone, overnight; 370,000 tested, 1% active; in the data active means activation above about 7.8%;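 further: 0% = vehicle wells and 100% = reference activator wells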
# NPR1 activator – GC-A (human) enzyme activation | P16066 | HEK293 GC-A cells, cGMP TR-FRET, EC30 ANP; 0% at EC30 ANP, 100% saturating ANP | activation, % at 10 µM | 370,000 tested, 0.14% active | AID 1671463; in the data active means activation above about 40%
# FXN GAA850 act – frataxin GAA850 promoter activation. HEK293 lucGAA850 FXN promoter luciferase reporter, 24 h; percent of 10 µM SAHA response. activation, % at 6 µM. AID 540364. 360,000 tested, 0.56% active;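 active means activation above the average of all compounds screened plus 3 SD, cutoff fixed separately per campaign, cut at about 7.5% in these data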;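 further: 0% = DMSO wells and 100% = 10 µM SAHA wells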
# ADAM10 inh – inhibitors of human ADAM10; O14672; recombinant ADAM10, EDANS/DABCYL FRET peptide cleavage, 3 h; inhibition, % at 7 µM; 370,000 tested, 0.62% active; AID 720582;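 active means inhibition above a per-campaign cutoff equal to the mean of compounds falling between control-based bounds plus 3 SD, cut at about 20% in these data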;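 further: 0% = DMSO wells while the 100% control is not disclosed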
# Target sequence (O14672 214-748 limits assumed): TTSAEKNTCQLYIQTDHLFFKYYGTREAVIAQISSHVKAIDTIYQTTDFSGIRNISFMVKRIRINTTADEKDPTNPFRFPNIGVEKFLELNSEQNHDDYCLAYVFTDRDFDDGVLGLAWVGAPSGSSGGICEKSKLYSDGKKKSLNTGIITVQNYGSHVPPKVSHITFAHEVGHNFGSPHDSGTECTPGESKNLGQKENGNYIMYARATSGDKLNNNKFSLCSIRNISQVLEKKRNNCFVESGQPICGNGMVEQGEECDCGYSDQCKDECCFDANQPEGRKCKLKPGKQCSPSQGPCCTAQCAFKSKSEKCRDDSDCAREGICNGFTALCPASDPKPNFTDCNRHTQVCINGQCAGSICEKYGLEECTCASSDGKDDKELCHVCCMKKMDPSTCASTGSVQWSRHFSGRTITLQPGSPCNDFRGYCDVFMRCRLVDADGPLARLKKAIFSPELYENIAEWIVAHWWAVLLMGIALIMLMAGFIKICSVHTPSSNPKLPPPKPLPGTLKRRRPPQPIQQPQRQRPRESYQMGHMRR
# hgDAF12 agonist – agonists of H. glycines DAF-12 nuclear receptor. activation, % at 6.8 µM. AID 687014. HEK293 GAL4-hgDAF12 UAS-luciferase reporter, agonist luminescence; normalized to butyrate control. 370,000 tested, 1.8% active;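 active means activation above a cutoff set at the mean of all screened compounds plus 3 SD, cut at about 10% in these data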;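 further: 0% = DMSO wells and 100% = sodium butyrate wells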
# DAX1 inh-1 – inhibitors of human orphan nuclear receptor DAX1 (NR0B1); P51843; HEK293 Gal4-DAX1 luciferase reporter, luminescence; inhibition, % at 6.75 µM; 340,000 tested, 0.99% active; AID 504766;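 active means inhibition above the mean over all tested compounds plus 3 SD, cut at about 4.2% in these data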;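 further: 0% = DAX1-transfected cells with DMSO and 100% = empty-vector control cells with DMSO; inhibition shows as a rise in luminescence from relieved DAX1 repression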
# ssDAF-12 act – activates DAF-12 receptor from parasite S. stercoralis. HEK293 ssDAF-12/GRIP1 lit1-tk-luc reporter, luminescence; % of 3 µM dafachronic acid response. activation, % at 6.8 µM. 370,000 tested, 1% active. AID 652126;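 active means activation above the mean over all tested compounds plus 3 SD, cut at about 0.9% in these data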;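 further: 0% = DMSO-only wells and 100% = 3 µM delta7-dafachronic acid wells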
# DAX1 inh-2 – inhibitors of DAX1 repression of SF-1 activated StAR promoter; inhibition, % at 6.8 µM; 370,000 tested, 1.1% active; HEK293T StAR-luciferase reporter, SF-1/DAX-1 repression relief; AID 652010;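 active means inhibition above the mean over all tested compounds plus 3 SD, cut at about 3.6% in these data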;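 further: 0% = DAX-1 cells with DMSO and 100% = cells lacking DAX-1 with DMSO; higher inhibition means more luminescence from relief of DAX-1 repression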
# hcDAF12 agonist – activators of H. contortus DAF-12 nuclear receptor; HEK293 hcDAF-12 lit1-tk-luc reporter, luminescence; 0% DMSO, 100% Δ7-dafachronic acid; activation, % at 6.8 µM; 370,000 tested, 1.4% active; AID 652067;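 active means activation above the mean of all tested compounds plus 3 SD, cut at about 5.5% in these data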;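 further: 100% = response to 3 µM Δ7-dafachronic acid high control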
# ADAM17 inh – ADAM17 inhibition, QFRET primary screen. P78536. recombinant ADAM17, EDANS/DABCYL FRET peptide cleavage. inhibition, % at 6.95 µM. 370,000 tested, 0.83% active;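 active means inhibition above the mean of compounds lying between control limits plus 3 SD, set per campaign, cut at about 8.5% in these data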;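 further: 0% = DMSO-only wells as the low control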
# Target sequence (P78536 215-824 limits assumed): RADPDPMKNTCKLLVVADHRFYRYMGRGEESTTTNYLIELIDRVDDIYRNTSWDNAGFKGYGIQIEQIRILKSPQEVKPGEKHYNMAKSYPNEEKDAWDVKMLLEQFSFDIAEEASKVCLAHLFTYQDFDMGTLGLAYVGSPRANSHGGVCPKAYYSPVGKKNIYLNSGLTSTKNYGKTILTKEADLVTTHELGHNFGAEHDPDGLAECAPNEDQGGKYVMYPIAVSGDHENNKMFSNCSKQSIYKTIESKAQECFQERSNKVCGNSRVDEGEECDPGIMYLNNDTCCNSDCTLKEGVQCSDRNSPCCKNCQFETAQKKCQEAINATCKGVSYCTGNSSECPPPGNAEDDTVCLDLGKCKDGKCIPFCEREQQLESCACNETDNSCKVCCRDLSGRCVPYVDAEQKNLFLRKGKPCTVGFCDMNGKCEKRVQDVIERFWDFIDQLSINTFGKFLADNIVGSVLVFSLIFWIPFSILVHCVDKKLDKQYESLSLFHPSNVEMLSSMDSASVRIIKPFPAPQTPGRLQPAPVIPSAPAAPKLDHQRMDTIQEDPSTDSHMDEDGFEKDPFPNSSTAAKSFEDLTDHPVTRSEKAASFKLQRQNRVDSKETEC
# Numbers without * were called inactive; · = no result given.
SMILES,PG9 binder,SMARCA2 activ,NPR1 activator,FXN GAA850 act,ADAM10 inh,hgDAF12 agonist,DAX1 inh-1,ssDAF-12 act,DAX1 inh-2,hcDAF12 agonist,ADAM17 inh
COC(=O)c1cn(C(=O)c2ccccc2)c2ccccc12,-2.3,1,3,0.7,-5,-0.1,1.3,-0.4,0.1,1.6,2
COc1ccc2c(c1)c1nc(SCC(C)C)n(CCO)c(=O)c1n2C,1.2,-3,6,1.1,-102,0.4,0.2,-0.5,0.2,3.4,-27
N#Cc1ccc(C(C(=O)Nc2ccc3c(c2)OCCO3)n2c(=O)c(-c3ccco3)nc3ccccc32)cc1 (centres undefined),-0.5,3,1,·,-80,10,·,0.8,2.1,3.4,-18
O=C(NNC(=O)c1ccncc1)Nc1cc(Cl)ccc1Cl,0.2,-2,-1,-0.1,-16,9.0,1.9,-1.1,0.2,-1.2,0
CCOc1ccc(N(CC(=O)NC2CCCC2)C(=O)CCC(=O)Nc2nccs2)cc1,-1.3,-1,-3,-0.3,-6,-2.0,-0.3,-1.0,-0.3,-0.5,2
CN(C)CC/C=C1\c2cc(Cl)ccc2Sc2cc(F)c(F)cc21,-2.5,0,-25,1.8,2,-0.7,-1.5,-1.6,-0.2,-0.9,-3
COc1ccc(CNCc2ccccc2[N+](=O)[O-])cc1OC,1.1,-2,-2,2.4,-1,-0.6,-0.2,-1.6,0.1,-0.1,0
Cc1ccc2c(c1)nnn2C1CCN(C(=O)C23CC4CC(CC(C4)C2)C3)CC1,-1.9,-4,4,2.1,-14,-1.0,-0.2,-1.1,-0.1,-1.8,1
CCOC(=O)C1=C(C)N=c2s/c(=C\c3ccc(OCC(=O)O)cc3)c(=O)n2C1c1ccccc1OC (centres undefined),-0.5,2,-6,0.6,1,-1.7,1.7,-0.9,0.4,0.7,-6
CCCCN1CCCCC1(C)C(=O)NCc1cccc(OC)c1 (centres undefined),-1.2,-4,2,-0.2,-24,4.2,·,-1.5,-1.4,0.0,-9
CCCC(=O)Nc1nc(C)c(-c2csc(Nc3ccccc3OC)n2)s1,-0.6,0,1,0.0,-6,-0.2,-0.6,-1.6,-0.1,-0.6,-3
Clc1ccc(Nc2c3c(nc4ncnn24)CCC3)cc1,0.7,-3,0,3.6,3,-3.8,0.2,-1.3,0.1,-2.2,-5
Cc1nn(C(=O)c2c([N+](=O)[O-])cnn2C)c(C)c1Cl,-0.8,-2,-3,1.8,-5,1.8,0.2,-1.3,-0.1,-0.2,-2
N/C(=N\S(=O)(=O)c1cccs1)c1ccccc1,0.0,0,4,0.8,4,0.1,0.2,-0.6,-0.2,-0.9,-3
CC(C)n1c(=O)c2ccccc2n1Cc1cn(-c2ccc(Cl)cc2)nn1,-0.3,4,0,·,-224,-0.9,·,-0.7,-0.5,-0.6,-62
CN(CC(=O)Nc1ccc(Cl)cc1)c1ccc(S(=O)(=O)N2CCCCC2)cc1[N+](=O)[O-],-0.8,-4,-4,1.0,5,3.5,0.4,-1.8,-0.1,0.8,-4
CC(C)C(=O)NN(C(=O)C(C)C)c1nc2ccccc2s1,-2.3,0,-2,1.2,-2,-0.8,0.3,-0.9,0.1,2.2,-1
O=C(NC1CCCCN(Cc2cccc(Cl)c2)C1=O)c1c(F)cccc1F (centres undefined),·,-2,1,·,1,0.3,·,-0.9,0.2,-1.3,-3
COc1cccc(NC(=O)c2cn(C)c(=O)c3cc(OC)c(OC)cc23)c1,0.4,-1,1,0.0,-3,-1.0,0.4,-0.9,-0.4,-0.3,-2
O=C(c1cc2cc(Br)ccc2oc1=O)N1CCCC1,-1.7,1,2,-0.3,-15,-1.9,-1.0,-1.8,-0.1,-2.2,-9

# Structural class, those above with two or more sulfur atoms
SMILES,PG9 binder,SMARCA2 activ,NPR1 activator,FXN GAA850 act,ADAM10 inh,hgDAF12 agonist,DAX1 inh-1,ssDAF-12 act,DAX1 inh-2,hcDAF12 agonist,ADAM17 inh
CCCC(=O)Nc1nc(C)c(-c2csc(Nc3ccccc3OC)n2)s1,-0.6,0,1,0.0,-6,-0.2,-0.6,-1.6,-0.1,-0.6,-3
N/C(=N\S(=O)(=O)c1cccs1)c1ccccc1,0.0,0,4,0.8,4,0.1,0.2,-0.6,-0.2,-0.9,-3

# Going on with the list:
SMILES,PG9 binder,SMARCA2 activ,NPR1 activator,FXN GAA850 act,ADAM10 inh,hgDAF12 agonist,DAX1 inh-1,ssDAF-12 act,DAX1 inh-2,hcDAF12 agonist,ADAM17 inh
Cc1cccn2c(CN3CCCN(C=O)CC3)c(C(=O)N(C)CCc3ccccc3)nc12,-0.2,-1,-4,2.7,4,-0.3,1.4,-0.9,0.6,2.3,5
CC1Cc2ccccc2N1C(=O)C1CC(=O)N(c2ccccc2)C1 (centres undefined),-0.5,0,0,1.8,-2,-2.1,-1.1,-1.1,-0.2,-0.6,0
CCCNC(=O)c1ccc2c(c1)CCN2S(C)(=O)=O,-0.4,0,-1,-1.1,2,-2.7,-0.1,-1.1,0.4,-0.3,-3
Cc1ccc(CNC(=O)C2CC3Cn4c(nc5cc6ccccc6cc54)C3N2C)o1 (centres undefined),-3.0,0,-1,-0.5,-19,-1.4,-0.4,-1.4,0.0,-0.9,-5
Cc1cc(C)n(-c2nc3c(c(=O)[nH]c(=O)n3C)n2C(C)C)n1,1.5,0,-3,1.4,4,-0.1,0.7,-1.0,0.1,-1.4,8
Cc1cc(C)cc(-n2cc(C(=O)O)c(=O)cc2C)c1,0.7,0,0,0.2,1,-1.3,0.6,-1.8,0.7,0.9,-2
COc1ccc2c3c(cccc13)OCC2=O,-1.4,0,4,1.8,-4,2.2,0.1,-0.5,0.0,-0.9,-7
CCOC(=O)c1c(C=O)c2ccccc2n1CC,-0.9,0,1,0.4,-18,0.1,0.1,-1.6,-0.1,-0.6,-6
O=C(NCC1CCCO1)c1cn(Cc2ccccc2)nc1-c1ccc(Cl)cc1 (centres undefined),0.5,-3,-1,-2.7,-8,-0.9,-0.1,-0.7,-0.4,2.9,-1
O=C(CCCOc1cccc(Br)c1)NCCOc1ccccc1,-3.5,0,-4,2.2,9,1.2,2.0,-0.2,0.3,-0.2,4
CN1CCN(c2ccc(S(=O)(=O)N3CCOCC3)cc2)CC1,-1.8,-2,1,0.8,-1,-1.2,0.2,-1.4,-1.2,-2.1,-3
CSc1cccc(NC(=O)c2c(Cl)cnn2C)c1,-2.0,3,0,2.9,-5,0.4,0.2,-1.6,-0.8,0.8,-3
Cc1nc2ccccc2c(=O)n1/N=C/c1ccc(N(C)C)cc1,-1.0,6,2,0.9,3,0.4,3.6,-0.7,0.2,-1.0,0
Cc1cccc(NS(=O)(=O)c2cccc3nsnc23)c1,3.1,0,-6,-3.1,12,-2.8,-0.1,-1.1,0.4,2.2,3
COC(=O)C[C@H]1C=C[C@H](NC(=O)Nc2ccccc2OC)[C@@H](CO)O1,-1.2,-3,2,·,-11,-2.4,·,-0.8,0.4,-1.0,-3
CCNc1c([N+](=O)[O-])c(=O)oc2ccccc12,-0.7,-1,-2,-1.5,-4,-1.2,0.8,-1.4,0.1,2.0,0
Cc1ccc(S(=O)(=O)NCc2cccnc2)cc1C,-0.4,-2,1,-0.2,2,-1.8,0.9,-1.2,-0.3,0.3,-1
c1ccc2nc3c(nc2c1)[nH]c1ccccc13,0.2,7,11,6.5,-16,18*,3.2,1.7*,4.6*,7.0*,-4
CCOC(=O)/C(C#N)=C/N1CCOCC1,1.5,-3,5,0.3,-4,-1.4,1.8,-0.5,-0.1,-0.3,-7
C=CCC[C@H](Cc1ccc(F)cc1)C(=O)OC[C@@H](Cc1c[nH]c2ccccc12)NC(=O)[C@@H](CC=C)CC(=O)N[C@H](CO)Cc1ccccc1,-3.1,-2,-8,-12,7,-3.0,0.0,-1.1,-0.6,-2.0,5
Cn1c(=O)c2c(nc(CN3CCN(CCO)CC3)n2Cc2ccccc2Cl)n(C)c1=O,-0.1,-3,-2,-1.2,11,3.6,0.9,-1.3,1.2,-1.3,4
O=C(O)c1ccc(-c2ccc(O)c(F)c2)cc1,-2.2,-1,1,-0.8,-32,2.1,0.0,-1.1,0.1,-1.3,-9
Cc1c(C(=O)O)cccc1-n1c(C)cc(/C=C(/C#N)C(=O)NCc2ccccc2)c1C,-0.6,-3,-3,3.6,-2,-0.9,·,-0.7,0.7,2.5,-5
Cc1ccc(CNC(=O)CCS(=O)(=O)c2cccc3nonc23)cc1,0.2,-1,5,-2.5,-2,-0.3,0.1,-1.3,-0.9,0.0,-1
COCc1ccc([C@@H]2C[C@H]3CN(Cc4cccc(Cl)c4)C(=O)[C@]34CCCN24)o1,-0.5,-3,-2,-0.1,-3,-1.9,0.6,-1.2,0.5,-1.7,-3
COc1cc(NC(=S)N2CCN(c3ccccn3)CC2)cc(OC)c1,0.1,-2,-5,3.5,-9,-0.3,0.3,-0.9,0.0,0.6,-2
CN1CCN(/C=N/c2c(C#N)cnn2-c2ccccc2)CC1,-0.9,-3,-2,1.8,5,-1.1,-0.2,-0.8,-0.2,-1.2,1
CN(C)S(=O)(=O)c1cccc(COc2ncnc3c(Cl)cc(Cl)cc23)c1,0.4,-3,5,1.7,-3,-0.8,0.1,-0.6,0.3,2.5,-4
Cn1c(=O)n(CCc2ccccc2)c2ccccc21,0.4,-2,-5,2.2,-11,1.1,-0.3,-0.7,0.2,1.2,-2
O=C1CSC(=S)N1N=C1CCCCCC1,-1.4,0,0,1.4,3,2.5,-0.1,-0.8,0.4,-0.6,1
COC(=O)C1CC(Cl)CN1c1ncc(C(F)(F)F)cc1Cl (centres undefined),-0.4,-3,-2,0.7,-3,-2.3,-0.5,-0.6,-0.2,1.2,-5
CC12CCC(=O)N1C(C(=O)OCC(=O)Nc1sccc1C#N)CS2 (centres undefined),-1.5,-1,6,0.3,4,-2.8,0.7,-0.4,0.1,0.5,-3
CCC/C(O)=C1\C(=O)CC(C)(C)CC1=NCc1ccccc1,-0.5,-1,-10,-0.1,3,-1.0,0.2,-0.9,0.1,-1.9,-1
Cc1nn(Cc2ccccc2)c(C)c1NC(=O)CSc1nnc(-c2cc(Cl)ccc2O)n1C,-1.4,-6,3,0.0,-3,-1.8,0.7,-1.2,0.6,0.2,7
COC(=O)c1cc(C)sc1NC(=O)C1CC(=O)NN1Cc1ccccc1 (centres undefined),-2.2,1,-12,1.8,-1,-4.7,2.0,-1.6,-0.4,-2.5,-3
COc1ccc(NC(=O)Nc2cc(C)nn2-c2ccccc2)cc1,·,-2,-2,·,-1,-0.8,·,-0.7,0.6,-1.3,-1
CCOC(=O)CSc1nc(N)c(C#N)c(-c2ccc(OCC)cc2)c1C#N,12*,-1,9,13*,-18,0.4,-0.9,-2.1,-0.6,-1.9,-8
CCn1c(SCC(=O)Nc2ccc(C(C)=O)cc2)nnc1C1CC1,-0.5,-1,7,0.3,2,-1.4,-0.2,-0.9,-0.4,-0.6,0
COC(=O)CSc1snnc1-c1ccc(Cl)c(Cl)c1,-1.3,0,8,2.9,9,0.2,0.2,-1.4,1.0,-1.2,1
COc1ccc(Br)c(C(=O)N2CCCC2(C)C(=O)NCC(C)C)c1 (centres undefined),3.6,-2,-6,-0.7,-11,-0.8,·,-1.3,-0.3,-2.1,-2
CCOc1ccc(NC(=O)CN(C)C(=O)C2CC2C)cc1OCC (centres undefined),-3.0,2,2,0.0,-1,2.0,-1.0,-0.7,-0.2,-0.3,-2
